Screens as filed in PubChem BioAssay.
IP6K1 inhibitor – blocks human inositol hexakisphosphate kinase 1 | Q92551 | IP6K1 kinase, ADP-Glo luminescence, 2 h; active compounds read low | activity change, % (series mostly up to about 58 µM) | 0.81% of 140,000 active | AID 1645851; in the data active = activity change below about -25%
Target sequence (Q92551 whole entry, looked up): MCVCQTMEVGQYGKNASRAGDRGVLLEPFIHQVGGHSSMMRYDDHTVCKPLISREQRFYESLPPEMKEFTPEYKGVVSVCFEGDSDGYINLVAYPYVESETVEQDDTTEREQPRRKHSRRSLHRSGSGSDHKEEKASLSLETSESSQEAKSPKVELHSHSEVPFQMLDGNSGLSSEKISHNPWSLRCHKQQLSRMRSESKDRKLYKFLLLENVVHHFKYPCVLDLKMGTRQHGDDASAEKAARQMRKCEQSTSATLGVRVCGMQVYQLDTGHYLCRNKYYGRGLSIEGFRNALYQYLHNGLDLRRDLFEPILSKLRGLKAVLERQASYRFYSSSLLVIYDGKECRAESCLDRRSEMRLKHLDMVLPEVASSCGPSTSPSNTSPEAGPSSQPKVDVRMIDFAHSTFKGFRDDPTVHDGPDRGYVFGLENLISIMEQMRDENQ
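ADP-Glo luminescence measures ADP made by human IP6K1 during a 2 h RT reaction with ATP/IP6 (mix at 1.3 mM/130 uM); top library doses 57.5 and 19.1 uM final.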
SNCA viab count – reduces viability of HEK-293 SNCA reporter cells. AID 1671193. 0.12% of 150,000 active. Potency, µM (top dose mostly 57.1 µM), for the others: at the highest dose activity change, negative = cytotoxicity, actives largely listed as cytotoxic. HEK-293-SNCA-luc viability, GF-AFC fluorescence, 24 h;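 note: potency is the fitted concentration of half-maximal effect; 0% = DMSO-treated cells and -100% = medium-only wells without cells; nearly all actives have a fitted effect of over 30% in size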
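HEK-293-SNCA-luc cells (1500/well) plated 24 h, then exposed 24 h to a dilution series; GF-AFC added 30 min at 37C, fluorescence 405/540 nm; normalised to medium-only and DMSO wells, Hill fit.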
NIH3T3 tox – cytotoxic compounds in NIH 3T3 cells; Potency, µM (highest dose often 96.7 µM), inactives show at the top dose activity change, negative = cytotoxicity, usual class: inhibitors; NIH 3T3 viability, CellTiter-Glo ATP luminescence, 48-72 h; 4.3% of 94,000 active; note: potency is the fitted concentration of half-maximal effect; nearly all actives have a fitted effect of over 55% in size
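Mouse fibroblast NIH 3T3 cells, 400 per well, received compound via pintool and were incubated for 48 or 72 hr prior to CellTiter-Glo ATP luminescence measurement.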
Luciferase inh – Photinus pyralis luciferase inhibition; P08659; purified P. pyralis luciferase, luminescence, biochemical; Potency, µM (highest dose often 115 µM), for the others: at the top dose activity change, negative = inhibition, hits mostly inhibitors; 2.5% of 76,000 active; AID 1347043; note: potency is the fitted concentration of half-maximal effect; nearly all actives have a fitted effect of over 65% in size
Target sequence (P08659 whole entry, looked up): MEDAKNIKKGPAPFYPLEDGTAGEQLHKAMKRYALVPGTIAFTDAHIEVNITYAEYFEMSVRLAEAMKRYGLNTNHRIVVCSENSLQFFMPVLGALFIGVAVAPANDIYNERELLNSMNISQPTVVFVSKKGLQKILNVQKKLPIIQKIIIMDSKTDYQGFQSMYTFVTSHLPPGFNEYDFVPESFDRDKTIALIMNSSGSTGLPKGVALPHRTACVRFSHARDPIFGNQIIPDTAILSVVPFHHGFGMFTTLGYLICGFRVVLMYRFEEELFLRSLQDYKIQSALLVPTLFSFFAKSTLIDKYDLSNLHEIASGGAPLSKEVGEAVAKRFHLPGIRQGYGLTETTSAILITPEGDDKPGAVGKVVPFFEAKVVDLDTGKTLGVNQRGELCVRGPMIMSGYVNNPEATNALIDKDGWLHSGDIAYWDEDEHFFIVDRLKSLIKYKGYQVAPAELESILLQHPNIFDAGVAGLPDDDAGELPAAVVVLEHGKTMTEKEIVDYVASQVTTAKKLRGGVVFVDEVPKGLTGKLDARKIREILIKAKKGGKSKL
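Biochemical qHTS: compound (6-point titration) added to 10uM D-luciferin plus 10uM ATP in Tris acetate pH 7.5 buffer with Mg, Tween-20 and BSA, then purified enzyme at 10nM; light output imaged.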
SNCA expr inhib – SNCA gene expression inhibition | HEK-293 SNCA-luciferase knock-in, luminescence, 24 h | Potency, µM (top dose mostly 57.2 µM), for the others: at the top dose activity change, negative = inhibition, actives largely listed as inhibitors | 0.17% of 140,000 active | AID 1671194;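 note: potency is the fitted concentration of half-maximal effect; plate controls were DMSO cells for no effect and cell-free wells for full effect; nearly all actives have a fitted effect of over 45% in size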
HEK cytotox – HEK 293 cell cytotoxicity; HEK 293 viability, ATP luminescence (CellTiter-Glo), 48-72 h; Potency, µM (doses to about 115 µM), for the others: top-dose activity change, negative = cytotoxicity, actives largely listed as inhibitors; 6.6% of 94,000 active; AID 1345083; note: potency is the fitted concentration of half-maximal effect; nearly all actives have a fitted effect of over 60% in size
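Luminescence from cellular ATP, measured with CellTiter-Glo, indicates HEK 293 viability. Cells plated at 250 cells/well are treated with compound for 48 or 72 hr at 37 degree Celsius before reagent addition.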
GPT2 inhibitor – inhibitors of human GPT2 alanine aminotransferase; Q8TD30; Recombinant GPT2, coupled pyruvate oxidase/HRP Amplex Red fluorescence; Potency, µM (highest dose often 57.7 µM), inactives show top-dose activity change, negative = inhibition, actives largely listed as inhibitors; 0.25% of 100,000 active; AID 1671188; note: potency is the fitted concentration of half-maximal effect; nearly all actives have a fitted effect of over 60% in size; many of its hits are not listed in these tables
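Fluorescence of coupled pyruvate oxidase/HRP/Amplex Red system (50uM Amplex, 30 min, dark) reports pyruvate formed by GPT2. Enzyme reaction: 10ng/uL GPT2, 2mM L-alanine, 250uM a-KG, 30 min room temperature, pH 7.5; 50uM AOA control.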
Active calls of the source: *; i = inactive; ? = inconclusive; / = not tested or not shown; [ ] = remark or other dose. Unless noted, calls come from the whole dose curve; as a rule, active = well fitted curve in the direction sought with a large enough effect; inconclusive = small, poorly fitted or top-dose-only effect, or another doubt; inactive = no such curve, though single readings can be large; an effect the other way counts as inactive or inconclusive. Unless noted, % is set by controls: 0 for no effect and ±100 for the full control effect.

#1 CCOC(=O)C1CCN(C(=O)c2cc(-c3ccc(F)cc3)nc3c2cnn3C)CC1
#2 CCc1cnc2c(c1SCC(=O)N1CCCCC1)c(=O)n(C)c(=O)n2C
#3 OC1(c2cccnc2)CCN(Cc2ccc(-n3ccnc3)cc2)CC1
#4 COc1cccc(C(=O)N2CC(c3nnc(-c4ccc(C)cc4)o3)C3(CCOCC3)C2)c1C (centres undefined)
#5 O=C(c1cccc(F)c1)N1CCC(CCOc2ccc(F)cc2)C1 (centres undefined)

Assay by compound,1,2,3,4,5
IP6K1 inhibitor,9,-4,1,24,7
SNCA viab count,-5%,-1%,-2%,-1%,-1%
NIH3T3 tox,-27%,/,-23%,-14%,40µM*
Luciferase inh,/,/,-13%,-10%,3%
SNCA expr inhib,?,-21%,5%,15%,-25%
HEK cytotox,?,/,-13%,?,45µM*
GPT2 inhibitor,-18%,/,-1%,0%,4%

#6 CC(C)Oc1ccc(C(=O)NCCc2csc(-c3cccc(F)c3)n2)cc1
#7 CCOC(=O)c1c(NC(=O)Nc2ccc(F)cc2)sc(C(=O)N(C)C)c1C
#8 COc1ccc(CN2CCOc3ccc(C(=O)NCc4ccc(C)cc4)cc3C2)cc1OC
#9 Cc1cnc(C(=O)N2CCCCCNC(=O)[C@@H]3CCC[C@@H]32)cn1
#10 Cc1nc2ccc(S(=O)(=O)CCC(=O)Nc3ccc(C)c(C)c3)cc2s1

Assay by compound,6,7,8,9,10
IP6K1 inhibitor,-2,9,-5,5,1
SNCA viab count,-1%,-7%,-10%,7%,21%
NIH3T3 tox,/,/,?,-15%,/
Luciferase inh,/,/,-11%,-1%,/
SNCA expr inhib,-7%,-10%,1%,42%[activator],-4%
HEK cytotox,/,/,?,1%,/
GPT2 inhibitor,/,/,i,i,/

#11 COc1cc2c(=O)c(S(=O)(=O)c3ccc(C)cc3)cn(Cc3cccc(C)c3)c2cc1OC
#12 CCn1cnnc1CC1CCN(C(=O)NC)C1 (centres undefined)
#13 CS(=O)(=O)N1C[C@H]2CCN(Cc3ccc(F)cc3Cl)C[C@H]21
#14 CSc1ccc(CCNC(=O)c2cc(C)nc3c2c(C)nn3-c2ccccc2)cc1
#15 COc1cccc(C(=O)N2CCc3nc(C)nc(-c4ccc(Cl)cc4)c3CC2)c1

Assay by compound,11,12,13,14,15
IP6K1 inhibitor,30,8,9,9,-9
SNCA viab count,?,2%,-5%[12.5 µM],7%,1%
NIH3T3 tox,/,4%,i,/,-31%
Luciferase inh,/,1%,-3%,/,-11%
SNCA expr inhib,-18%,?,?,3%,3%
HEK cytotox,/,1%,i,/,?
GPT2 inhibitor,/,i,-5%,/,-2%

#16 COc1ccc(N2Cc3c(NCc4ccc5c(c4)OCO5)ncnc3N(C)CC2=O)cc1
#17 COc1cccc(S(=O)(=O)N2CCC3(CC2)C(OC)C(=O)N3c2cccc(F)c2)c1 (centres undefined)
#18 CN1C(=O)C(c2ccccc2)CC12CCN(C(=O)c1ccc(F)cc1)CC2 (centres undefined)
#19 NS(=O)(=O)c1ccc(CCNC(=O)C2CCN(c3ncnc4c3nc3n4CCCCC3)CC2)cc1
#20 C=C1CC[C@@H](O)[C@]2(C)CC[C@H]3C(=C)C(=O)O[C@@H]3[C@@H]12

Assay by compound,16,17,18,19,20
IP6K1 inhibitor,-7,22,-4,-6,9
SNCA viab count,3%,3%,3%,3%,-15%
NIH3T3 tox,-24%,?,-22%,/,/
Luciferase inh,-10%,6%,-3%,/,/
SNCA expr inhib,-20%,-10%,2%,-3%,/
HEK cytotox,2%,?,-13%,/,/
GPT2 inhibitor,i,-7%,-2%[11.5 µM],/,?

#21 CSCc1noc(CNC(=O)CN2CCN(c3ncccn3)CC2)n1
#22 COc1cc2c(cc1OC)C(C(C(=O)N(CCc1ccc(OC)c(OC)c1OC)CCc1ccc(OC)c(OC)c1OC)c1ccccc1)=NCC2 (centres undefined)
#23 O=C(N1CCN(Cc2ccccc2)CC(O)C1)C1(c2ccccc2F)CC1 (centres undefined)
#24 CC(C)CCNC(=O)CCCn1c(=O)c2cccn2c2ccccc21
#25 O=C(c1cccs1)N1CCC(Nc2cccnc2)C1 (centres undefined)

Assay by compound,21,22,23,24,25
IP6K1 inhibitor,0,11,-1,8,8
SNCA viab count,7%,11%[23.9 µM],-15%,6%,-1%
NIH3T3 tox,i,/,-19%,/,-15%
Luciferase inh,-3%,/,2%,/,0%
SNCA expr inhib,3%,0%[25.6 µM],-9%,?,-3%
HEK cytotox,i,/,-23%,/,-3%
GPT2 inhibitor,-7%,?,3%,/,i

#26 CCCN1CCN(C(=O)c2c(OCC3CC3)cc(=O)n3c2CCOCC3)CC1
#27 COc1cc(OC)c(NC(=O)C2CCCN(c3ncnc4c3nc3n4CCCCC3)C2)cc1Cl (centres undefined)
#28 COCC(=O)N1CCN(C2CCN(CCc3ccccc3)C2=O)CC1 (centres undefined)
#29 CN(C1CCCc2ccccc21)S(=O)(=O)c1cccc(C(F)(F)F)c1 (centres undefined)
#30 Cc1oc2ncn(C)c(=O)c2c1C(=O)NCCCN1CCCC(C)C1 (centres undefined)

Assay by compound,26,27,28,29,30
IP6K1 inhibitor,13,6,11,-2,13
SNCA viab count,-3%,-1%,1%,3%,-5%
NIH3T3 tox,-8%,/,3%,?,/
Luciferase inh,/,/,-7%,-10%,/
SNCA expr inhib,-15%,41%[activator],-4%,-12%,17%
HEK cytotox,-16%,/,i,?,/
GPT2 inhibitor,1%,/,-13%,i,/

#31 CCC(C)NC(=O)C1COC2(CCN(C(=O)CC(C)(C)C)CC2)N1C(=O)c1ccc(OC)cc1 (centres undefined)
#32 CC1(C)[C@H](Cc2cc(CN3CCOCC3)on2)C[C@@H]1NS(=O)(=O)Cc1ccccc1
#33 CN1CCCC2(Cc3ccccc3CN(C(=O)CCCC(=O)O)C2)C1 (centres undefined)
#34 O=C(O)c1ccc(CN2CCOC[C@H]2c2ncc(-c3ccc(F)cc3)[nH]2)cc1
#35 COc1ccccc1Nc1ccnc(N2CCN(C(=O)c3ccc(C)cc3)CC2)n1

Assay by compound,31,32,33,34,35
IP6K1 inhibitor,11,12,7,-10,20
SNCA viab count,10%,-7%[87.6 µM],9%,2%[87.6 µM],-19%
NIH3T3 tox,-26%,-2%[138 µM],i,?,?
Luciferase inh,-12%,-7%[172 µM],/,4%[172 µM],/
SNCA expr inhib,12%,1%[87.6 µM],0%,-30%[87.6 µM],-5%
HEK cytotox,-25%,-8%[172 µM],i,-9%[172 µM],?
GPT2 inhibitor,-20%,3%[88.5 µM],i,i,i

#36 CCC(=O)N1CCc2nc(N3CCN(C(=O)CCOC)CC3)sc2C1
#37 Cn1c([C@H]2CCN(S(=O)(=O)Cc3ccccc3)C2)nc2ccccc21
#38 CC(=O)O[C@@H]1C[C@@H](OC(C)=O)C(C)(C)/C=C/[C@H](C)[C@H](OC(C)=O)[C@@]2(O)C[C@H](C)[C@H](OC(=O)c3ccccc3)[C@@H]2/C=C/1C
#39 OCc1ccc(CN2CC[C@@H](c3ccc4ccccc4c3)[C@H](O)C2)o1
#40 O=C(Nc1ccccc1)C(Cc1ccccc1)N1Cc2ccccc2C1=O (centres undefined)

Assay by compound,36,37,38,39,40
IP6K1 inhibitor,16,8,17,2,-6
SNCA viab count,1%,-13%[87.6 µM],1%[23.9 µM],-1%,-8%
NIH3T3 tox,-15%,-28%[174 µM],/,-4%,/
Luciferase inh,5%,-22%[172 µM],/,-7%,/
SNCA expr inhib,-7%,75%[activator][87.6 µM],/,0%,25%
HEK cytotox,-3%,?,/,?,/
GPT2 inhibitor,3%,-9%[88.5 µM],-3%[17.1 µM],2%,/

#41 CCCCn1c2ccccc2c2nnc(SCC(=O)Nc3ccc(NC(C)=O)cc3)nc21
#42 O=C(c1ccccc1)N1CCC(N2CC3CCCN3C2=O)CC1 (centres undefined)
#43 O=C(NCc1cccs1)c1nc(-c2cccnc2)c2cnccn12
#44 Cc1nc(-c2c3n(c(=O)n(Cc4ccccc4Cl)c2=O)CCCCC3)no1
#45 O=C(NCc1cccs1)c1ccc2nnc(-c3cc[nH]c3)n2c1

Assay by compound,41,42,43,44,45
IP6K1 inhibitor,-7,12,0,3,-1
SNCA viab count,-9%,6%[87.6 µM],5%,-13%,-3%[87.6 µM]
NIH3T3 tox,/,-21%[138 µM],?,-20%,?
Luciferase inh,/,1%[172 µM],-4%,-10%,/
SNCA expr inhib,26%,3%[87.6 µM],-22%,10%,46%[activator][87.6 µM]
HEK cytotox,/,-10%[172 µM],?,-3%,-24%[172 µM]
GPT2 inhibitor,/,5%[88.5 µM],i,?,?

#46 COc1ccc(S(=O)(=O)N2C[C@@H](Oc3ccccc3)C[C@@H]2C(=O)N2CCOCC2)cc1
#47 COCC(=O)N[C@@H]1CN(S(C)(=O)=O)CC[C@@H]1c1nc(C)no1
#48 COC[C@H]1NC(=O)CC[C@H]1C(=O)Nc1ccc(N2CCOCC2)cc1
#49 Cn1nc(C(F)(F)F)c(Cl)c1C(=O)N[C@@H]1CCNC[C@H]1O
#50 CCc1ccccc1NC(=O)CSc1nnc2ccc3ccccc3n12
#51 CCc1cccc(NC(=O)c2cc3n(n2)CC(c2ccc4c(c2)OCO4)OC3)c1 (centres undefined)

Assay by compound,46,47,48,49,50,51
IP6K1 inhibitor,15,13,3,3,-7,-2
SNCA viab count,-8%,-13%,7%,6%,0%,?
NIH3T3 tox,-3%,i,-5%,-1%,/,?
Luciferase inh,-7%,4%,-16%,1%,/,-22%
SNCA expr inhib,-5%,10%,7%,0%,3%,72%[activator]
HEK cytotox,1%,-7%,-1%,-11%,/,?
GPT2 inhibitor,-25%,2%,i,-25%,/,i
